LmPK inh: inhibitors of Leishmania mexicana pyruvate kinase; purified LmPK, Kinase-Glo ATP luminescence, 1 h; Potency, µM (titrated, usually from 57.5 µM), for inactives: at the highest dose activity change, negative = inhibition, hits mostly inhibitors; hit rate 0.37% among 290,000; AID 1721; note: potency is the fitted concentration of half-maximal effect
Target sequence (Q27686 whole entry, looked up): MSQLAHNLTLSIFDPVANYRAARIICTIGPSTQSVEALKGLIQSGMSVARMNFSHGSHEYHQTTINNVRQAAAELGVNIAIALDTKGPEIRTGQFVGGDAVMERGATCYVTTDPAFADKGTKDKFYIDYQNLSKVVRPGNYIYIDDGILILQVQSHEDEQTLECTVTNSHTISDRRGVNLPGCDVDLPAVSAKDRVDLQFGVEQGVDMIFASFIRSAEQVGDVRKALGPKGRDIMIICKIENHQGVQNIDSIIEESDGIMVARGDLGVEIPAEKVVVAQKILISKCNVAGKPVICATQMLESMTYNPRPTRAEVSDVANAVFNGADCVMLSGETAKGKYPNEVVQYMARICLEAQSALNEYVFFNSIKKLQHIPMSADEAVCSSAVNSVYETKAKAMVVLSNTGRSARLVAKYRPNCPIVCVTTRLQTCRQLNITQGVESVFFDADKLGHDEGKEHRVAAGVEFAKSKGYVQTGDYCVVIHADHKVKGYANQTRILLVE
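0.1 nM LmPK, 0.5 mM PEP, 0.1 mM ADP; 50 mM imidazole pH 7.2, 7 mM MgCl2, 50 mM KCl; 1 h RT. Kinase-Glo luminescence readout, normalized to no-enzyme (full inhibition) and uninhibited wells.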
AMA1-RON2 inh: AMA1-RON2 (P. falciparum) interaction inhibition; hit rate 0.2% among 360,000; Potency, µM (doses to about 58.2 µM), without a hit: top-dose activity change, negative = inhibition, usual class: inhibitors; AlphaScreen AMA1-biotinylated RON2 peptide binding;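 note: potency is the fitted concentration of half-maximal effect; 0% = vehicle wells and -100% = peptide control; nearly all actives have a fitted effect of over 45% in size; some results filed as inactive show a strong effect at the top dose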
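AMA1 (3D7) with his tag at 25 nM final met compounds first, then biotinylated RON2 peptide at 25 nM; detection used donor plus acceptor beads, 10 µg/mL apiece, read by AlphaScreen after 30 min at room temperature.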
HCMV inh: blocks human cytomegalovirus replication; HFF cells, HCMV-luciferase reporter, 72 h; active compounds read low; activity change, negative = inhibition, % at 57.5 µM; AID 1259415; hit rate 4.5% among 410,000; in the data active = activity change below about -60%; inconclusive = no clear call, values can overlap the other calls; inactive = above about -39%
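Two compound doses tested in HFFs infected with HCMV-luciferase, MOI 1 PFU/cell, 72 h at 37C. Lysate luminescence read with OneGlo; data normalized against buffer-only and 10uM Salinomycin inhibitor controls.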
AmpC inh detg: blocks E. coli AmpC beta-lactamase in detergent assay | hit rate 0.041% among 370,000 | Potency, µM (titrated, usually from 114 µM), for inactives: at the highest dose activity change, negative = inhibition, most hits filed as inhibitors | P00811 | AmpC hydrolysis of nitrocefin, absorbance 480 nm, 0.01% Triton;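 note: potency is the fitted concentration of half-maximal effect; 0% = no-compound wells and -100% = no-enzyme wells; nearly all actives have a fitted effect of over 25% in size; some results filed as inactive show a strong effect at the top dose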
Target sequence (P00811 whole entry, looked up): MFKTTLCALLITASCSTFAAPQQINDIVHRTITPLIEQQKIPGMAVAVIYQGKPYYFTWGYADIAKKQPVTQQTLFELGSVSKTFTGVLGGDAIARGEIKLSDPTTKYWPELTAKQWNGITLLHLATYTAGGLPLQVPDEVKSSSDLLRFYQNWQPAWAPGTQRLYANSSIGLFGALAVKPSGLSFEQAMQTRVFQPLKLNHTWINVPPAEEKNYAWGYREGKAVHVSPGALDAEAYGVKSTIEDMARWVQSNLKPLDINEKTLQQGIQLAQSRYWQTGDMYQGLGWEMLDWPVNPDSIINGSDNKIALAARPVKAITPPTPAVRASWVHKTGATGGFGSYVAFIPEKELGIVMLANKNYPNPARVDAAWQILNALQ
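20 mM phosphate pH 7.0 + 0.01% (detergent screen) or 0.0001% Triton X-100; 5.3 nM AmpC reagent; cpd preinc 15 min RT; nitrocefin (800 uM stock) to start; A480 q20 s × 4 min; Activity was normalised to no-enzyme and no-compound control wells.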
TbPYK inhibitor: inhibitors of Trypanosoma brucei pyruvate kinase; Potency, µM (doses to about 76.8 µM), without a hit: at the highest dose activity, negative = inhibition, hits mostly inhibitors; TbPYK enzyme, Kinase-Glo Plus ATP luminescence, 45 min; AID 624173; Q57TT1; hit rate 0.12% among 410,000; note: potency is the fitted concentration of half-maximal effect; nearly all actives have a fitted effect of over 50% in size
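Assay buffer: 50 mM TEA pH 7.2, 100 mM KCl, 10 mM MgCl2, 0.05% BSA, 0.01% Tween-20. Pyruvate kinase from T. brucei plus substrate met compound, then ADP (130 uM final). Luminescence was read post 45 min RT.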
HCV inhibitor: HCV inhibition. hit rate 3.4% among 340,000. Potency, µM (series often up to 41.8 µM), for inactives: at the highest dose activity change, negative = inhibition, most hits filed as inhibitors. Huh7.5.1 HCVcc-Cre infection, luciferase reporter, 44 h; note: potency is the fitted concentration of half-maximal effect
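Whole-lifecycle infectious HCVcc-Cre system; cells 1,000/well, compound then virus (~0.5 moi) added 4 h after plating, 44 h culture. Luciferase read 15 sec following 15 min substrate incubation, room temp.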
AmpC no deterg: AmpC beta-lactamase inhibition without detergent; AmpC nitrocefin hydrolysis, absorbance 480 nm, 0.0001% Triton; hit rate 0.52% among 330,000; P00811; Potency, µM (series often up to 57.1 µM), for the others: top-dose activity change, negative = inhibition, actives largely listed as inhibitors;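 note: potency is the fitted concentration of half-maximal effect; plate controls were no compound for no effect and no enzyme for full effect; nearly all actives have a fitted effect of over 20% in size; some results filed as inactive show a strong effect at the top dose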
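AmpC (5.3 nM in the dispensed reagent) in 20 mM phosphate pH 7.0 with 0.01% (detergent screen) or 0.0001% Triton X-100 was preincubated with compounds for 15 min at room temperature. Nitrocefin was then added from an 800 uM solution, and hydrolysis was followed at 480 nm.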
* = called active by the depositor; ? = inconclusive; nt = no result given; & = joins results of further samples; [ ] = remark or other dose. Unless noted, calls come from the whole dose curve; as a rule, active = well fitted curve in the direction sought with a large enough effect; inconclusive = small, poorly fitted or top-dose-only effect, or another doubt; inactive = no such curve, though single readings can be large; an effect the other way counts as inactive or inconclusive. Unless noted, % is set by controls: 0 for no effect and ±100 for the full control effect.

1: COc1ccccc1C(CNc1ncnc2sc(C)c(C)c12)N(C)C (stereo not drawn)
2: Cc1cc(C)c(NC(=O)c2cc(S(=O)(=O)N3CCOCC3)ccc2F)c(C)c1
3: CC1CCCN(S(=O)(=O)c2ccc3c(c2)CCN3C(=O)CCC(=O)O)C1 (stereo not drawn)
4: CCCCCc1ccc(-c2cn(Cc3ccc([N+](=O)[O-])cc3)nn2)cc1
5: O=C(CN1CCN(c2ccccc2)CC1)N/N=C/c1cccc(F)c1
entry no.,1,2,3,4,5
LmPK inh,3%,1%,nt,0%,-3%
AMA1-RON2 inh,-11%,9%,nt,14%,13%
HCMV inh,7,10,13,nt,-22
AmpC inh detg,-3%,-1%,13%,-2%,-2%
TbPYK inhibitor,-4%,0%,-5%,-6%,-1%
HCV inhibitor,-14%,-4%,nt,11%,12%
AmpC no deterg,-8%,1%,nt,-26%,-8%

Just TbPYK inhibitor (four entries from above):
#	molecule	TbPYK inhibitor
1	COc1ccccc1C(CNc1ncnc2sc(C)c(C)c12)N(C)C (stereo not drawn)	-4%
2	Cc1cc(C)c(NC(=O)c2cc(S(=O)(=O)N3CCOCC3)ccc2F)c(C)c1	0%
3	CC1CCCN(S(=O)(=O)c2ccc3c(c2)CCN3C(=O)CCC(=O)O)C1 (stereo not drawn)	-5%
4	CCCCCc1ccc(-c2cn(Cc3ccc([N+](=O)[O-])cc3)nn2)cc1	-6%

Additional compounds follow:
6: CNc1ncnc2c1ncn2[C@H]1CN(C2CCCC2)C[C@@H](CO)O1
7: Cc1ccc(S(=O)(=O)c2cc(C)cc(S(=O)(=O)Nc3ccc(C(=O)O)cc3)c2C)cc1
8: O=C(Nc1cccc(NC(=O)c2cccnc2Cl)c1)c1ccco1
9: O=C(NCc1ccc(F)cc1)Nc1cccc(Cl)c1
10: CC1CCN(c2nc3ccccc3nc2C(C#N)C(=O)NC2CCCCC2)CC1 (stereo not drawn)
entry no.,6,7,8,9,10
LmPK inh,nt,1%,-16%,-2%,0%
AMA1-RON2 inh,7%,-8%,5%,19%,nt
HCMV inh,-4,20,-2,-13,nt
AmpC inh detg,nt,0%,-1%,-2%,?
TbPYK inhibitor,-3%,5%,2%,-5%,nt
HCV inhibitor,nt,4%,?,-30%,11%
AmpC no deterg,nt,-25%,-17%,-32%,-19%

5 entries picked at random from those above, as already listed:
8: O=C(Nc1cccc(NC(=O)c2cccnc2Cl)c1)c1ccco1
7: Cc1ccc(S(=O)(=O)c2cc(C)cc(S(=O)(=O)Nc3ccc(C(=O)O)cc3)c2C)cc1
6: CNc1ncnc2c1ncn2[C@H]1CN(C2CCCC2)C[C@@H](CO)O1
9: O=C(NCc1ccc(F)cc1)Nc1cccc(Cl)c1
10: CC1CCN(c2nc3ccccc3nc2C(C#N)C(=O)NC2CCCCC2)CC1 (stereo not drawn)
entry no.,8,7,6,9,10
LmPK inh,-16%,1%,nt,-2%,0%
AMA1-RON2 inh,5%,-8%,7%,19%,nt
HCMV inh,-2,20,-4,-13,nt
AmpC inh detg,-1%,0%,nt,-2%,?
TbPYK inhibitor,2%,5%,-3%,-5%,nt
HCV inhibitor,?,4%,nt,-30%,11%
AmpC no deterg,-17%,-25%,nt,-32%,-19%

(listing goes on)
11: COc1cc(C)ccc1OCCSc1nc2ccc(NC(=O)c3ccco3)cc2s1
12: O=C1CC(N(CCc2ccccc2)C(=S)Nc2ccccc2)C(=O)N1c1ccc(Br)cc1 (stereo not drawn)
13: CCCn1c(N)c(N2CCCCC2)c(=O)n(CC(=O)Nc2ccc(OC(F)(F)F)cc2)c1=O
14: COc1ccccc1C(=O)OCCN=C1NS(=O)(=O)c2ccccc21
15: Cc1ccc(S(=O)(=O)Nc2cccc(-c3ccc(N4CCC(C)CC4)nn3)c2)s1
entry no.,11,12,13,14,15
LmPK inh,nt,2%,1%,1%,nt
AMA1-RON2 inh,nt,-19%,0%,6%,nt
HCMV inh,-61*,-19,32,-2,38
AmpC inh detg,22%,-8%,-13%,-14%,-3%
TbPYK inhibitor,-8%,-10%,0%,8%,-10%
HCV inhibitor,nt,?,20%,-8%,nt
AmpC no deterg,nt,-1%,9%,-19%,nt

16: CCOC(=O)Cc1cnc(N)s1
17: COc1cc(Cl)c(CN2CCC(CCC(=O)NC3CC3)CC2)cc1OC
18: Cc1ccc(OCC(=O)Nc2ccc(CN3CCCCC3)cc2)c(C)c1
19: CCn1c(SCC(=O)Nc2cccc(NC(C)=O)c2)nc2c([nH]c3ccccc32)c1=O
20: Cc1ccc(S(=O)(=O)N(C)c2ccc(C(=O)NC3CCCCC3)cc2)cc1
entry no.,16,17,18,19,20
LmPK inh,-6%,0%,-1%,3%,nt
AMA1-RON2 inh,6%,-1%,0%,-4%,-2%
HCMV inh,?,4,-38,38,-11
AmpC inh detg,9%,-5%,2%,-4%,nt
TbPYK inhibitor,-18%,-1%,5%,-16%,-1%
HCV inhibitor,8%,14%,?,nt,nt
AmpC no deterg,-11%,7%,21%,-20%,nt

21: O=C(Nc1ccccc1F)Nc1ccccc1Br
22: CC1CCCN(C(=O)CCl)C1 (stereo not drawn)
23: O=C(NC1CCS(=O)(=O)C1)c1ccccc1Cl (stereo not drawn)
24: CCOc1nc(C)ccc1-c1noc(C)n1
25: Cc1ccc(N2C(=O)C3CCC(C)(C2=O)C3(C)C)cc1C (stereo not drawn)
entry no.,21,22,23,24,25
LmPK inh,-16%,-1%,nt,7%,-1%
AMA1-RON2 inh,-11%,1%,-4%,-5%,3%
HCMV inh,-9,-40,-21,-11,58
AmpC inh detg,1%,3%,nt,?,-3%
TbPYK inhibitor,1%,-14%,0%,3%,-1%
HCV inhibitor,7%,1%,13%,nt,2%
AmpC no deterg,-18%,-15%,-21%,3%,-3%

26: CC(C)N(C(=O)/C=C/c1cccc([N+](=O)[O-])c1)C(C)C
27: S=C(NCc1ccc(Cl)cc1)NC1CCN(Cc2ccccc2)CC1
28: Cn1c(-n2cccc2)c(-c2c(-c3ccc(F)cc3)[nH]c3c2c(=O)n(C)c(=O)n3C)c(=O)n(C)c1=O
29: COc1ccccc1NC(=O)CSc1nnc(COc2ccccc2OC)n1C
30: CCC(=O)c1ccc(OCC(=O)Nc2ccccc2C(=O)N2CCCCC2)cc1
entry no.,26,27,28,29,30
LmPK inh,3%,6%,nt,-1%,nt
AMA1-RON2 inh,-4%,-4%,nt,-5%,-10%
HCMV inh,-11,-89*,27,69,-30
AmpC inh detg,-7%,-10%,2%,3%,?
TbPYK inhibitor,-6%,-9%,4%,2%,-16%
HCV inhibitor,3%,4µM*,nt,-5%,?
AmpC no deterg,3%,3%[2.29 µM],nt,39%,-1%

31: O=C1N(Cc2cccc(Cl)c2)C[C@@H]2C[C@@H](c3cccc4cccnc34)N3CCC[C@@]123
32: CCOc1ccc(S(=O)(=O)NCCC(=O)NCc2ccco2)cc1
33: CCOC(=O)c1ccccc1NC(=S)N1CCN(C(=O)c2ccco2)CC1
34: CCOc1ccc(NC(=O)CSc2nc3ccsc3c(=O)n2C(C)CC)cc1 (stereo not drawn)
35: O=C1Nc2ccc(NS(=O)(=O)c3cccs3)c3cccc1c23
entry no.,31,32,33,34,35
LmPK inh,4%,-1%,2%,nt,3%
AMA1-RON2 inh,8%,2%,2%,nt,5%
HCMV inh,3,20,-17,4,12
AmpC inh detg,-4%,2%,1%,9%,-4%
TbPYK inhibitor,35%,3%,-7%,4%,6%
HCV inhibitor,-29%,-17%,15%,nt,-1%
AmpC no deterg,66%[activator],nt,21%,nt,8%

36: COc1cccc2cc(-c3ccccc3)oc12
37: O=c1[nH]c(=S)[nH]c2nc(-c3ccccc3)cnc12
38: Fc1cccc(Cl)c1C1SCc2nc3ccccc3n21 (stereo not drawn)
39: Cc1cccc(CSCc2ccc(C(=O)NC3CCCC3)o2)c1
40: O=C(COc1cccc(C(F)(F)F)c1)NCC(c1ccco1)N1CCCCC1 (stereo not drawn)
entry no.,36,37,38,39,40
LmPK inh,nt,nt,nt,5%,nt
AMA1-RON2 inh,-12%,70%[activator],9%,-10%,8%
HCMV inh,-1,5,-39,-22,-8
AmpC inh detg,nt,nt,nt,3%,?
TbPYK inhibitor,2%,-11%,6%,1%,-4%
HCV inhibitor,3%,12%,nt,7%,-23%
AmpC no deterg,nt,nt,nt,-9%,66%[activator]

41: CC1=NCCN1CCNC(=O)Nc1ccc(C(C)(C)C)cc1
42: O=C(NCc1cccnc1)c1cc(S(=O)(=O)N2CCCCC2)ccc1Cl
43: O=C(NCCc1ccncc1)Nc1ccccc1Cl
44: COc1ccccc1NS(=O)(=O)c1cccc(C(=O)NC2CCN(Cc3ccccc3)CC2)c1
45: c1ccc(SC23CC4CC(CC(C4)C2)C3)nc1
entry no.,41,42,43,44,45
LmPK inh,2%,-1%,-5%,nt,nt
AMA1-RON2 inh,1%,-6%,3%,-7%,0%
HCMV inh,-8,-26,11,nt,-4
AmpC inh detg,0%,-8%,3%,0%,nt
TbPYK inhibitor,-6%,-3%,3%,1%,-8%
HCV inhibitor,-9%,-5%,21%,?,nt
AmpC no deterg,15%,-14%,-16%,5%,nt

46: COc1ccccc1CNc1ncnc2nc[nH]c12
47: Cc1sc2ncn(Cc3ccccc3F)c(=O)c2c1C
48: COc1ccc(C2=NCC(=O)N(CC(=O)NCc3ccco3)c3sc4c(c32)CCCC4)cc1OC
49: CCOC(=O)c1ccc(NC(=O)C(C)Sc2nc(O)c(-c3ccccc3)c(=O)[nH]2)cc1 (stereo not drawn)
50: CCOc1ccc2nc(NC(=O)NC3CCCCC3)sc2c1
entry no.,46,47,48,49,50
LmPK inh,-2%,3%,7%,0%,-2%
AMA1-RON2 inh,1%,-7%,-6%,13%,5%
HCMV inh,19,16,?,-26,2
AmpC inh detg,-10%,1%,2%,-3%,3%
TbPYK inhibitor,0%,-5%,6%,-3%,-1%
HCV inhibitor,0%,11%,-23%&-22%,4%,?
AmpC no deterg,-17%,-18%,109%,-37%,-26%

51: COc1ccc(CC(=O)OCC(=O)Nc2ccc(F)cc2)cc1
52: CC(=O)c1cc(CN2CCN(CCC(C)C)C(CCO)C2)cs1 (stereo not drawn)
53: Cc1cc(N/C(=N\S(=O)(=O)c2ccc(F)cc2F)c2ccccc2)no1
54: O=C(Cc1ccccc1[N+](=O)[O-])NCc1ccco1
entry no.,51,52,53,54
LmPK inh,nt,6%,2%,0%
AMA1-RON2 inh,3%,13%,4%,8%
HCMV inh,-20,10,5,35
AmpC inh detg,?,-5%,0%,5%
TbPYK inhibitor,1%,-28%,-2%,-1%
HCV inhibitor,17%,1%,4%,4%
AmpC no deterg,-32%,2%,-24%,-19%
